# Exocytosis inh = lytic granule exocytosis inhibition. TALL-104 LAMP-1 surface exposure, flow cytometry; cells stimulated with thapsigargin and PMA. inhibition, % at 10 µM. 360,000 tested, 0.66% active;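 active = inhibition above about 55%, limit read from the data; inconclusive = no clear call, values can overlap the other calls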
# HTR2A ag = agonists of mouse serotonin 5-HT2A receptor (HTR2A); AID 624169; P35363; activation, % at 7.6 µM; CHO-K1 mHTR2A beta-arrestin complementation, luminescence; percent of 30 µM serotonin response; 360,000 tested, 0.66% active;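 active = activation above a run cutoff, the mean activation of all tested compounds plus 3 SD, cut at about 14% in these data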;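 note: 0% = plate median of compound wells and 100% = 30 µM serotonin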
# CaV13 FRET inh = Disruptors of the CACNA1D IQ motif to Ca2+-dependent inactivation inhibitor domain association, primary screening, Förster resonance energy transfer in intact living …; HEK cells, CFP/YFP FRET ICDI-IQ, plate reader, 10 min; percent FRET-ratio fall versus neutral wells; inhibition, % at 12.3 µM; 340,000 tested, 0.098% active; AID 743397;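 active = mean replicate inhibition of at least 30% and at least 1% of replicates passing that level; inconclusive = only one of the two criteria is met; inactive = neither criterion is met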;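 note: 0% = median of the neutral control wells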
# iPSC survival up = hiPSC single-cell survival enhancement. ATPlite luminescence; 100% = ROCK inhibitor wells, 0% = DMSO. survival enhancement, % at 20 µM. 360,000 tested, 0.044% active; in the data active = survival enhancement above about 18%;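 note: cells exposed to compounds for 16 hours before the ATP read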
# PDI inh = blocks human protein disulfide isomerase activity; PDI insulin aggregation turbidity, A650, 90 min; 350,000 tested, 0.052% active; inhibition, % at 10 µM;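 active = mean inhibition across replicates of 30% or more, whatever share of single replicates reach that level; inconclusive = mean inhibition below 30% while every single replicate reaches 30%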;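 note: absorbance from insulin aggregation driven by PDI reduction with DTT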
# Vif imaging = inhibitors of HIV Vif. HEK293T cells, Vif self-association by quenched fluorescence, imaging, 24 h. inhibition, % at 7.49 µM. 340,000 tested, 0.35% active. AID 602346; in the data active = inhibition above about 50%, passing the limit was not always enough; inconclusive = no clear call, values can overlap the other calls; inactive = below about 31%; note: some results filed as inactive read as strong as hits
# Glyco luc inh = blocks N-linked glycosylation in D54 reporter cells. 360,000 tested, 0.23% active. reporter increase, % at 12.5 µM. D54 ERlucT glycosylation luciferase reporter, 24 h; percent of 100 nM tunicamycin response;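 active = mean luciferase reporter signal, scaled so untreated is 0 and the glycosylation-blocking control 100, at or above a set limit in every replicate; inconclusive = mean reaches the limit but not every replicate does; inactive = mean below the limit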;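 note: luciferase carries N-glycosylation sites so blocking glycosylation raises the light; 0% = median of neutral control wells and 100% = median of 100 nM tunicamycin wells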
# Cardio protect = myocardial damage modulation in H9c2 cells; H9c2 cardiomyocytes, H2O2 injury protection, ATPLite, 2 h; protection from H2O2 cell death, % at 20 µM; 360,000 tested, 0.63% active;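 active = compounds giving at least 50% protection of heart cells from peroxide-induced death in the single-dose screen, raw or plate-pattern-corrected value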;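 note: 0% = DMSO wells with peroxide and 100% = DMSO wells without peroxide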
# aDG glyco up = alpha-DG glycosylation activation; Pro5-aDG cells, alpha-DG glycosylation AlphaScreen (IIH6); 0% Pro5, 100% B10-LARGE cell signal; activation, % at 10 µM; AID 624168; 360,000 tested, 0.22% active;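 active = activation of at least 8% versus controls, or a plate z-score of at least 8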;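 note: Pro5 are CHO cells carrying HIG-tagged alpha-DG that lacks glycosylation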
# ABCB6 inh MLPCN = human ABCB6 transporter inhibition | Q9NP58 | 360,000 tested, 0.19% active | fluorescence ratio to DMSO, % at 10 µM | K562-ABCB6 porphyrin accumulation, flow cytometry, 1 h; stronger effect = lower value;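 active = fluorescence ratio to DMSO below 75%, the collection mean minus 3 SD; inconclusive = too few cells collected in the well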;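 note: signal is porphyrin accumulated inside mitochondria; 100% equals median channel fluorescence of DMSO control wells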
# Target sequence (Q9NP58 whole entry, looked up): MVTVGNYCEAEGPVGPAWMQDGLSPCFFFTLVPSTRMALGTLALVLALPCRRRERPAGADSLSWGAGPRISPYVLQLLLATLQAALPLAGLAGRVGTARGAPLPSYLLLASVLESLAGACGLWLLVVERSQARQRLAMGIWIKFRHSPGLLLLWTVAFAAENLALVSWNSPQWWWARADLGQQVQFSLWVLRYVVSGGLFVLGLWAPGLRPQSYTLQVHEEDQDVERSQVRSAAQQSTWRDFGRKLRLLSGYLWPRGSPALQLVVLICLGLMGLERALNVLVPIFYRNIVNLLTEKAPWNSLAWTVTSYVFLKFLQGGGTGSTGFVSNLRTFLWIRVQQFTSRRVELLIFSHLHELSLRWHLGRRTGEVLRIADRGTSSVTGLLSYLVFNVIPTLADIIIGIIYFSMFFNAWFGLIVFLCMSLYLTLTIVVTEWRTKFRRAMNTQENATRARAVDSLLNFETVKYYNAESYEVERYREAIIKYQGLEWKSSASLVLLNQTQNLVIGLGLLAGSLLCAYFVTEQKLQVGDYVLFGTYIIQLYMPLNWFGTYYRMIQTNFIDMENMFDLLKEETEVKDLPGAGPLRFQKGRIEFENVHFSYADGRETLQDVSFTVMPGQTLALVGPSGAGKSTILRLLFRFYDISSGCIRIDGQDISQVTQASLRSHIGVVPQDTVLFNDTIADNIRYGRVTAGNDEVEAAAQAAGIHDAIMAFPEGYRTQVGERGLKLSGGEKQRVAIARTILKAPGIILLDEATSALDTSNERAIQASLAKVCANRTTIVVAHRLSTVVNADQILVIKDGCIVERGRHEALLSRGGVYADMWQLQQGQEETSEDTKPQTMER
# Starred values were filed as active, the others as inactive; u = inconclusive; x = no result given.
SMILES,Exocytosis inh,HTR2A ag,CaV13 FRET inh,iPSC survival up,PDI inh,Vif imaging,Glyco luc inh,Cardio protect,aDG glyco up,ABCB6 inh MLPCN
COC(=O)Cc1c(C)c2cc(Cl)c(OC(=O)c3ccco3)cc2oc1=O,-4,3,-3,-2.7,6,-17,0,-18,-0.1,105
C=COCCNC(=S)Nc1cccc(Cl)c1,-1,0,-4,-0.6,-6,10,-2,-1,-0.1,99
COc1ccccc1N/C=C(\C#N)c1nc2ccccc2[nH]1,-2,-4,-6,-0.3,-9,-4,3,-18,-0.7,114
NC(=O)[C@@H]1CCCN1Cc1c(C(=O)N2CCc3ccccc3C2)nc2ccc(Cl)cn12,-2,-1,-5,0.7,7,-7,4,2,-0.1,93
COc1ccc(-c2cc(C(=O)Nc3ccc(S(N)(=O)=O)cc3)c3ccccc3n2)cc1OC,4,-1,-3,-0.3,-1,-11,2,-2,0.1,100
Cc1cc(N2CCCCC2)nc(N2CCOCC2)n1,2,2,-3,2.3,6,7,1,2,-0.1,85
COc1ccc(NS(=O)(=O)c2cc(C(=O)N3CCN(C(C)=O)CC3)ccc2Cl)cc1,0,7,-7,0.3,-1,3,2,-1,-0.2,95
O=C(CSc1nccc(=O)[nH]1)NCc1ccc2c(c1)OCO2,-1,-6,x,0.2,0,3,2,1,0.2,103
CC(=NNC(=O)CSc1nc2ccccc2o1)c1ccco1,-16,-1,-13,0.4,-6,24,0,-6,-0.2,97
CN1CCN(C(=O)/C=C\C(=O)O)CC1,-1,6,-5,-0.2,-6,-9,2,3,-0.2,102
Cc1csc(=O)n1CCC(=O)O,11,7,-5,2.6,1,-10,0,3,0.2,91
O=C(CSCc1cnn(-c2ccccc2)c1-n1cccc1)NCC1CCCO1 (centres undefined),-2,1,-7,0.2,4,-1,-2,5,0.0,103
Cc1cc(O)c(C2(C(F)(F)F)NCCNC2=O)cc1C (centres undefined),-1,2,-3,-2.4,-6,22,2,-1,-0.1,101
O=C1CN(C(=O)CCCc2c[nH]c3ccccc23)c2ccccc2N1,0,-2,-4,1.3,-2,-11,3,7,-0.2,93
Cc1cc(C(=O)CN2c3cccc4cccc(c34)S2(=O)=O)c(C)n1C,-13,-4,-3,0.7,-2,u,10,14,-0.3,107
O=C(Nc1ccc(Cl)cc1)c1cc(-c2cccs2)on1,-1,3,-7,0.1,1,1,2,-7,-0.3,95
O=c1oc2ccccc2nc1/C=C(O)/C=C\c1ccccc1,-3,-3,x,8.6,-3,x,6,2,0.3,90
COc1ccc(/C(C)=N/NC(=O)Cn2nc([N+](=O)[O-])cc2C)cc1,-9,-4,-4,-0.8,-9,0,1,0,-0.1,101
Cc1ccc(C)c(-n2ccnc2SCC(=O)c2c(N)n(C3CC3)c(=O)[nH]c2=O)c1,5,-2,-6,-0.3,7,x,7,4,0.5,103
CCN(C(=O)Cn1nc(C)c([N+](=O)[O-])c1C)C1CCS(=O)(=O)C1 (centres undefined),-2,0,-6,-0.6,-1,-5,0,2,-0.1,103

# Two entries from above in a different format:
SMILES: COc1ccccc1N/C=C(\C#N)c1nc2ccccc2[nH]1
- Exocytosis inh: -2
- HTR2A ag: -4
- CaV13 FRET inh: -6
- iPSC survival up: -0.3
- PDI inh: -9
- Vif imaging: -4
- Glyco luc inh: 3
- Cardio protect: -18
- aDG glyco up: -0.7
- ABCB6 inh MLPCN: 114

SMILES: O=C1CN(C(=O)CCCc2c[nH]c3ccccc23)c2ccccc2N1
- Exocytosis inh: 0
- HTR2A ag: -2
- CaV13 FRET inh: -4
- iPSC survival up: 1.3
- PDI inh: -2
- Vif imaging: -11
- Glyco luc inh: 3
- Cardio protect: 7
- aDG glyco up: -0.2
- ABCB6 inh MLPCN: 93

# New compounds follow:
SMILES,Exocytosis inh,HTR2A ag,CaV13 FRET inh,iPSC survival up,PDI inh,Vif imaging,Glyco luc inh,Cardio protect,aDG glyco up,ABCB6 inh MLPCN
Cc1cc(C)c2c(=O)n(CC(=O)Nc3ccc(Br)c(C)c3)sc2n1,48,5,6,-0.6,1,0,1,-28,0.0,95
CCCCCCOC(=O)CC1CC(C(C)=O)C1(C)C (centres undefined),-10,x,-6,-1.3,-1,10,-6,1,-0.1,96
Cc1ccc(C(=O)CC2C(=O)N(c3ccccc3)C(=S)N2c2ccccc2)cc1 (centres undefined),4,-1,-4,3.6,-2,-9,-4,-2,0.2,97
Cc1cc(C)c(NC(=O)COC(=O)COc2ccc3c(C)cc(=O)oc3c2)c(Cl)c1,5,-1,-2,-0.3,-10,-5,-1,14,-0.3,103
CCn1cc(C(=O)O)c(=O)c2cc(Br)ccc21,1,3,-5,-1.7,0,9,0,-2,0.2,97
CCOc1ccc(/C(O)=C2/C(=O)C(=O)N(c3cc(C)on3)C2c2ccc(C(=O)OC)cc2)cc1 (centres undefined),0,2,x,0.9,3,5,2,8,0.1,97
CCn1ncc(CN2CCC(C(=O)Nc3cccc(-c4cccc(F)c4)c3)CC2)c1C,6,-4,-15,-0.3,-11,-14,1,-1,2.7,100
COc1ccc2nc(NC(=O)C3CC(=O)N(c4ccccc4)C3)sc2c1 (centres undefined),-5,4,-7,0.1,-50,9,-2,-1,0.1,97
Cc1noc(C)c1S(=O)(=O)N1CCCC(C(=O)Nc2nccs2)C1 (centres undefined),23,-3,-6,-1.8,13,x,0,-8,0.0,100
O=C(N/N=C/c1cc(Br)cs1)c1ccc2c(c1)OCCO2,8,-4,6,-0.9,-2,1,7,-16,0.1,100
CCn1c(SCC(=O)N/N=C/c2ccc(OC)c(OC)c2)nc2ccccc21,-2,2,-10,1.1,2,-10,0,-1,0.3,101
COc1cc(CN2CC(=O)N(c3ccc(C)cc3)C2=S)cc(OC)c1OC,0,2,-5,-0.2,7,4,-3,2,0.2,102
Cc1ccccc1NC(=O)Cc1nc(COC(=O)c2ccc(Cl)nc2)cs1,-3,-1,-7,0.3,5,20,0,-3,-0.1,88
CCOC(=O)c1sc(NC(=O)/C=C/c2c(F)cccc2Cl)nc1C,-5,2,-6,-1.8,2,2,3,-9,-0.2,103
Clc1ccc(SCc2cc(Cl)nc(-c3ccccc3)n2)cc1,-2,-3,-11,0.5,-2,x,3,-7,0.1,102
CC(C)C(c1nnnn1C1CCCC1)N1CCN(C(=O)c2ccco2)CC1 (centres undefined),-1,1,-8,-1.2,-4,9,2,2,-0.1,110
CCCn1c(=S)[nH]c2cc(C(=O)N3CCc4ccccc4C3)ccc2c1=O,-4,5,-4,1.5,-5,-1,0,-1,0.2,111
COc1ccc(CNC(=O)c2ccc3ccccc3n2)cc1OC,-5,1,-5,0.0,14,x,2,-11,0.5,92
CCCSc1ccc([C@@H]2[C@@H]3C(=O)N(C)C(=O)[C@@H]3[C@]3(C(=O)OC)CCCCN23)cc1OC,-5,0,-12,4.3,7,-2,0,-2,-0.4,95
Cc1cc(-c2nnc(SCC(=O)Nc3ccccc3C(F)(F)F)n2N)n[nH]1,-3,10,-7,-0.2,-5,-2,2,2,-0.1,102
CCCn1c2ccccc2c2nnc(SC(CC)C(=O)Nc3sc4c(c3C#N)CCCC4)nc21 (centres undefined),-1,1,-3,-0.1,2,x,-2,6,0.1,93
COc1ccc(/C=N/NC(=O)c2ccccc2O)cc1COc1ccccn1,-5,6,-3,0.0,1,-6,-1,7,0.6,103
CC(=O)Oc1ccc(C(=O)[C@H]2[C@H]3C(=O)N(c4ccc5ccccc5c4)C(=O)[C@H]3[C@@H]3C=CC=NN32)cc1,1,-2,-5,5.9,-2,-1,1,14,-0.3,102
N#Cc1ccc(COC(=O)c2cccnc2Cl)cc1,-2,-4,-4,-0.1,-30,-5,0,1,0.0,103
Cc1cc(=O)n(Cc2ccccc2)c2c(C)cccc12,-16,0,-5,0.2,7,-4,0,-7,0.1,100
CCCCN1C(=O)C(CC(=O)NCc2cccs2)CC(C(=O)N(CC)CC)=C1C (centres undefined),13,-4,-5,0.0,-4,4,2,-5,-0.1,96
O=C(O)CC1(CC(=O)Nc2cc(C(F)(F)F)cc(C(F)(F)F)c2)CCCCC1,-9,2,-5,-0.1,2,x,2,-3,-0.2,104
COc1ccccc1CNC(=O)c1cccs1,-2,2,-5,-1.1,1,-4,0,7,-0.2,102
O/N=C/CCn1c(=S)sc2ccccc21,0,-2,-6,0.0,4,x,-2,9,0.0,98
CCn1cnc2c(cnn2-c2ccccc2)c1=O,-1,-4,x,-2.5,-11,x,3,-5,-0.2,86
N#Cc1c(-c2cccc(F)c2)cc(-c2ccccc2)nc1Br,0,-2,-5,-3.5,-7,5,2,-7,0.5,101
COc1cc(CNCCN2CCOCC2)ccc1OCc1ccc(Cl)cc1,16,-5,-7,1.0,10,10,-3,2,2.8,102
CC(Sc1nc(-c2ccccc2)cc(=O)[nH]1)C(=O)O (centres undefined),0,1,-5,8.1,2,-6,0,3,-0.1,95
Cc1ccc(-n2nnnc2SCC(=O)N2CCc3ccccc3C2)c(C)c1,0,-5,-4,1.4,7,x,-2,-6,-0.1,101
O=C(NC12CC3CC(CC(C3)C1)C2)C1CCCN1C(=O)Nc1ccccc1 (centres undefined),12,-6,-4,-0.7,-1,22,-1,5,0.0,97
Cc1cc(C)n(-c2nnc(C)n2NC(=O)c2cccc(Cl)c2)n1,-1,3,x,1.1,8,10,0,2,0.1,94
O=C(NCc1nnc(SCC(=O)N2CCCC2)o1)c1cccc(C(F)(F)F)c1,4,2,-6,0.5,7,-8,0,7,0.1,94
O=C(CCCn1c(=S)[nH]c2ccsc2c1=O)NC1CCCCC1,-2,-2,-3,-0.5,-7,0,2,-3,-0.3,100
O=C(/C=C/Nc1ccc(F)c(F)c1)c1cccs1,-4,0,-6,-2.7,3,1,-8,-8,-0.2,87
O=C(NCc1cc(C(F)(F)F)cc(C(F)(F)F)c1)C1CC(c2cccc(F)c2)=NO1 (centres undefined),22,2,-5,3.6,4,-4,0,-2,-0.1,90
CCN1C(=O)C(=O)N(CC(=O)N2CCC(C)Sc3ccccc32)C1=O (centres undefined),3,-1,-2,-0.2,6,-6,0,12,-0.4,93
Cc1ccc(CN(Cc2ccco2)C(=S)Nc2ccccc2C)cc1,2,0,0,-0.6,-8,-17,-2,-14,0.4,92
O=C(COC(=O)c1ccc([N+](=O)[O-])s1)NCc1ccccc1,-2,3,-7,-3.7,-11,-2,1,12,0.3,120
CCC(CC)C1=NN2C(=N)/C(=C/c3ccc(OC(=O)c4ccco4)cc3)C(=O)N=C2S1,-1,5,-3,-0.3,3,1,1,-1,-0.8,94
CC(=O)N1CCN(C(=O)COc2ccc(Br)cc2)CC1,0,11,x,2.2,-2,5,0,2,-0.1,105
Cc1ccc(NC(=S)Nc2ccc(OC(F)F)c(Cl)c2)cc1F,0,0,-6,1.9,3,-2,-2,-22,0.0,96
O=[N+]([O-])c1ccc(CSc2ncnc3c2ncn3[C@@H]2O[C@H](CO)[C@@H](O)[C@H]2O)cc1,-2,2,-4,-0.9,-4,-1,1,-1,0.1,106
O=C(COC(=O)C1=COCCO1)Nc1ccccc1,-1,5,-35,-1.7,2,-3,-1,-4,-0.2,105
O=C(COc1cccc2cccnc12)NNC(=O)Nc1ccccc1,-2,1,-6,0.1,-5,3,3,-3,0.0,96
CCCN(CC(=O)Nc1ccccc1OC)C(=O)c1ccc2[nH]c3c(c2c1)CC(C)CC3 (centres undefined),4,11,-5,0.3,-7,-1,-5,1,-0.3,98

# Bioassay records (PubChem)
